# Compound activity as filed in PubChem BioAssay.
# MPTP inh – mitochondrial permeability transition pore inhibitors, primary screen, biochemical, isolated mouse mitochondria, absorbance; Ca2+ swelling absorbance, 30 min; 360,000 tested, 1.4% active; inhibition, % at 10 µM;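 active = inhibition of 50% or more, scaled per plate between neutral and stimulator controls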;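 also: 0% = DMSO wells given calcium and 100% = 1 mM EGTA wells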
# SENP7 inh – SENP7 protease inhibitors, primary screen, biochemical, luminescence, uHTS | Sentrin-specific protease 7 (Homo sapiens), Q9BQF6 | recombinant SENP7, Z-RLRGG-aminoluciferin luminescence, 40 min | inhibition, % at 5 µM | 330,000 tested, 1.5% active;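 active = inhibition above about 50% at the single test dose, limit read from the data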;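 also: plate controls were DMSO with enzyme for no effect and no enzyme buffer wells for full effect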
# Target sequence (Q9BQF6 706-1050 limits assumed): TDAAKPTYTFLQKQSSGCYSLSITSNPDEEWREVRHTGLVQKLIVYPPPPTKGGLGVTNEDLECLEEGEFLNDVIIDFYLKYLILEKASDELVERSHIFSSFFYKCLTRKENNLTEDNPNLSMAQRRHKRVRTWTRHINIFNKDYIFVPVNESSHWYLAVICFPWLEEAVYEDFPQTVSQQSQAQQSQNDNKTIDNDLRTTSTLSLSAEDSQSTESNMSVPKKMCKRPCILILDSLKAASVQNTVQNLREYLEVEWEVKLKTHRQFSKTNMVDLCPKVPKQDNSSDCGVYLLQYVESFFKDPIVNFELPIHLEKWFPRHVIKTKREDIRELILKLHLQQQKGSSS
# SENP8 inh – human SENP8 protease inhibitors, primary screen, biochemical, fluorescence, Nedd8 protein substrate, uHTS. inhibition, % at 20 µM. 360,000 tested, 0.64% active. AID 602440, 2012. recombinant SENP8. Sentrin-specific protease 8 (Homo sapiens), Q96LD8; in the data active = inhibition mostly above about 40%, no sharp cut-off; inactive = mostly below about 27%
# Target sequence (Q96LD8 whole entry, looked up): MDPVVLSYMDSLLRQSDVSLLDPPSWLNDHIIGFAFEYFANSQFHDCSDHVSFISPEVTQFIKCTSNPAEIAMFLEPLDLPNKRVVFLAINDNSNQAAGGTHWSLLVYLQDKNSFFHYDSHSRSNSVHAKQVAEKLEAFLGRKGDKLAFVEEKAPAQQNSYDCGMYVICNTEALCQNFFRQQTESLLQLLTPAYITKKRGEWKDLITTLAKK
# SENP6 inh – SENP6 protease inhibitors, primary screen, biochemical, luminescence, uHTS; Recombinant SENP6 catalytic domain, aminoluciferin luminescence; inhibition, % at 10 µM; 330,000 tested, 1.8% active;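 active = inhibition above about 50% at the single tested dose, limit read from the data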;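 also: plate controls were DMSO wells with enzyme for no effect and DMSO wells lacking enzyme for full effect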
# Target sequence (Q9GZR1 628-1112 limits assumed): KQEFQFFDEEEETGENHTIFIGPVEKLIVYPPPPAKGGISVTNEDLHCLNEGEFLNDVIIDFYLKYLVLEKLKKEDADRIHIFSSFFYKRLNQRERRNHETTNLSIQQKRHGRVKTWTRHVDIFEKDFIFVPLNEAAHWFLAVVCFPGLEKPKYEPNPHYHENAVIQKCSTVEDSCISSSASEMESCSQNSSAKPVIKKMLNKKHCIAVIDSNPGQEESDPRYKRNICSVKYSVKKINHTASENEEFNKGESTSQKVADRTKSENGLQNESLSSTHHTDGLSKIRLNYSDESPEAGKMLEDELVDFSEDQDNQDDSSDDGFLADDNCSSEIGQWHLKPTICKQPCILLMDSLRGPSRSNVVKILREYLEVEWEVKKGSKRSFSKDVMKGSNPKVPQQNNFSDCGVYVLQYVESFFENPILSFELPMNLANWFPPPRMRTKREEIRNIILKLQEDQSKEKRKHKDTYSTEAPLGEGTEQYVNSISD
# NR3A LBD binder – binders of NR3A ligand-binding domain, primary screen, biophysical, differential scanning fluorimetry, uHTS | Glutamate receptor ionotropic, NMDA 3A (GRIN3A) ligand-binding domain | NR3A LBD differential scanning fluorimetry, Tm shift; 0% = protein alone, 100% = glycine-bound protein | Tm shift relative to glycine control, % at 25 µM | 340,000 tested, 2.5% active;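 active = melting temperature shift of at least 10% of the positive control shift, at one fixed dose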
# PfGluPho inh – PfG6PD enzyme inhibitors, primary screen, biochemical, fluorescence intensity, uHTS. AID 504690, 2011. PfGluPho enzyme, NADPH resazurin-diaphorase fluorescence. glucose-6-phosphate dehydrogenase-6-phosphogluconolactonase (Plasmodium falciparum 3D7). 350,000 tested, 0.78% active. inhibition, % at 20 µM;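 active = inhibition reaching at least a set limit at 20 µM in the primary screen, cut at about 59% in these data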;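 also: 0% = DMSO wells with substrate and 100% = DMSO wells lacking glucose-6-phosphate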
# HKDC1 inhibitor – HKDC1 hexokinase inhibitors, primary screen, biochemical, fluorescence, uHTS. inhibition, % at 20 µM. 340,000 tested, 0.16% active. recombinant HKDC1, G6PDH/diaphorase resazurin coupled fluorescence. AID 493160, 2011. Q2TB90;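 active = inhibition above about 35% when tested at 20 µM, limit read from the data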;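 also: plate controls were DMSO wells with enzyme for no effect and DMSO wells lacking enzyme for full effect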
#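 Test system: HK5 enzyme. Quantity: 5 µg/mL HK5 final. Reagent: glucose and ATP substrates. Schedule: 90 min reaction incubation at room temperature, dark. Technique: resazurin-to-resorufin fluorescence via G6PDH and diaphorase coupling, 525/613 nm. Control set: DMSO wells with and without enzyme mix.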
# ATG4B inhibitor – ATG4B protease inhibitors, primary screen, biochemical, fluorescence, uHTS; inhibition, % at 8.33 µM; 340,000 tested, 0.51% active; ATG4B cleavage of LC3-PLA2, NBD-HPC fluorescence, 1 h; in the data active = inhibition above about 40%
# * marks the source's active call; other numbers are inactive results; · = no result given. No enrichment for hits, and some 6.9% of all compounds hit somewhere here.
SMILES,MPTP inh,SENP7 inh,SENP8 inh,SENP6 inh,NR3A LBD binder,PfGluPho inh,HKDC1 inhibitor,ATG4B inhibitor
Cc1ccc(OC(C)C(=O)Nc2ccccc2C(=O)N2CCN(C)CC2)cc1 (centres undefined),-1.3,1,4,-2,-2,15,-5,-6
O=C(COC(=O)c1ccc2ccccc2n1)Nc1ccccc1Br,0.8,4,0,-22,-2,0,-4,-4
O=C(CSc1ccc2c(c1)OCCO2)Nc1ccc2c(c1)OCO2,-1.1,-4,23,3,1,16,-2,-10
CC(C)NC(=O)C(C)N1CCN(S(=O)(=O)c2ccc3ccccc3c2)CC1 (centres undefined),-0.6,-11,6,-23,1,-2,-4,2
CCN1CCN(c2ccc(S(=O)(=O)N(CC)CC)cc2[N+](=O)[O-])CC1,-0.5,9,17,7,0,4,-3,22
OC[C@H]1OC(O)[C@H](O)[C@@H]1O (some centres undefined),0.5,8,5,4,-1,1,-2,-2
CC(O)c1nc2ccccc2n1CCOc1ccccc1 (centres undefined),0.2,-5,9,-2,-3,8,3,-1
O=C(CNc1ccccc1Cl)c1ccc(Br)cc1,-0.6,6,13,11,2,-38,-8,4
Cc1ccc(NC(=O)CN2C(=O)S/C(=C\c3ccc(-c4cccc(C(=O)O)c4C)o3)C2=O)cc1C,1.1,·,-386,·,-7,-13,33,21
O=C(Nc1cccc(S(=O)(=O)N2CCCCC2)c1)c1ccccn1,-3.8,4,20,0,0,0,-2,-6
Cc1ccc(C(=O)NCC(=O)OCC(=O)Nc2ncc(C(F)(F)F)cc2Cl)cc1,2.3,8,-13,2,-2,-11,0,-1
C/C(=N/NC(=O)c1ccccc1O)c1ccc(N2C(=O)C3CCCCC3C2=O)cc1 (centres undefined),0.0,22,-56,62*,2,-15,-5,5
CCOC(=O)C1CSC(CC(=O)Nc2ccc(OCC)cc2)C(=O)N1 (centres undefined),3.6,-5,8,8,-1,2,3,8
O=C(CN1CCN(c2ccccc2F)CC1)NCc1ccc(Cl)cc1,0.1,-8,6,5,0,-5,2,-1
CC1=C(C#N)C(=O)NC(=O)/C1=C/c1ccc(-c2ccc(S(N)(=O)=O)cc2)o1,5.2,24,-193,26,-9,56,6,-3
COc1ccccc1/C=C/C=N/NC(=O)CC1C(=O)NN=C1C (centres undefined),3.9,-7,-29,-17,0,-5,-5,11
CCOc1cc(NC(=O)Nc2ccc(F)cc2)c(OCC)cc1NC(=O)CC,-1.0,8,4,5,3,25,0,4
Nc1[nH]n2c(=O)cc(-c3ccccc3)nc2c1N=Nc1ccc(S(N)(=O)=O)cc1,-1.1,8,60*,17,26*,-16,8,-9
NNC(=O)c1sc(-c2ccc(Cl)cc2)cc1N,1.2,2,-432,-31,-1,1,5,6
CCCN=C1N(C)C[C@@H]2[C@@H]3C(=O)N(Cc4ccccc4)C(=O)[C@@H]3[C@](Cc3ccccc3)(C(=O)OC)N12,3.4,-2,2,·,0,-15,0,·
CCn1c(-c2ccccc2SC)n[nH]c1=S,0.4,0,-1,-11,1,4,0,-5
CN(C)C(=O)COc1ccc(Oc2ccccc2)cc1,-0.2,-13,12,-15,-1,-11,-9,4
Cc1cccc(Cn2c(SCCN3CCCCC3)nc3c2c(=O)[nH]c(=O)n3C)c1,0.2,-14,11,-17,3,-14,-3,-7
Cc1ccc(-n2c(COc3ccccc3)n[nH]c2=S)cc1,-0.8,-4,-6,-7,-1,28,-9,-2
Cc1ccc(NC(=O)CCn2cnc3ccccc3c2=O)cc1,-1.3,0,2,3,-1,6,-4,-7
N/C(Cc1cccc2ccccc12)=N\O,-2.8,2,32,-8,2,-2,-6,4
Cc1cc2n(n1)C(c1ccco1)Nc1ccccc1-2 (centres undefined),2.8,3,-293,5,-2,3,4,2
O=C(O)c1ccc(NC2CC(=O)N(Cc3ccccc3)C2=O)cc1 (centres undefined),-2.5,8,7,-5,2,-10,-9,-4
COc1ccc(/C=N/NC(=O)c2ccc(COc3ccccc3Cl)o2)c(OC)c1C,0.8,1,-96,4,-9,-2,-6,7
Cc1ccc(C(=O)NCC(=O)NCCSc2ccc(Br)cc2)cc1,-0.9,0,4,1,2,-4,-4,8
Nc1cccc2c(=O)[nH][nH]c(=O)c12,-1.0,·,-472,·,2,5,-4,-8
O=C(NCc1ccccn1)c1ccc(NS(=O)(=O)c2cccc([N+](=O)[O-])c2)cc1,-3.1,11,15,-3,3,-15,3,-35
Cc1n[nH]c(C)c1NC(=O)CSc1nnnn1-c1cccc(F)c1,-0.1,-7,7,6,1,-3,-6,7
CCOC(=O)C1CCN(Cc2cnc(Oc3ccc(OC)cc3)s2)CC1,-1.3,4,9,5,1,5,5,-3
Nc1nc2nonc2nc1N1CCCCC1,-0.5,-1,24,-13,15*,-13,4,4
Cc1ccccc1NS(=O)(=O)c1cccc2nsnc12,0.1,-7,10,-20,-4,1,-2,-2
FC(F)(F)C1=Nc2cccc3cccc(c23)N1,103*,22,62*,-13,9,6,30,12
CC(=O)c1ccc(NC(=O)c2cc(C)nc3ccccc23)cc1,1.1,1,7,3,0,-18,3,-2
CCOc1cc(/C=N/O)ccc1OS(=O)(=O)c1ccc(C)cc1,-4.3,1,24,13,-6,15,1,-16
O=C(NCc1ccc2c(c1)OCO2)Nc1cccc(Cl)c1,4.8,10,0,20,-5,2,0,2
CC(C)[C@H](NC(=O)NCCc1ccccc1)C(=O)O,-1.8,-6,19,-14,2,14,-1,-3
CC(O)C(=O)NCCOCCOCCNC(=O)C(C)O (centres undefined),-7.7,8,18,9,0,-14,3,13
COc1ccc(-c2[nH]ncc2CN2CCC(O)(c3ccc(Cl)cc3)CC2)cc1,-0.2,-10,14,-1,1,7,2,-6
O=C(O)CNC(=O)/C(=C\c1ccc2c(c1)OCO2)NC(=O)c1ccc(Br)cc1,1.1,1,-17,0,-1,-13,-8,11
COCCN1C(=O)C(=O)/C(=C(/O)c2cccc(S(=O)(=O)N(C)C)c2)C12C(=O)N(C)c1ccccc12 (centres undefined),-1.6,-13,39,-22,0,-18,-4,-4

# 3 compounds from above, reduced to HKDC1 inhibitor, NR3A LBD binder and MPTP inh.
mol	HKDC1 inhibitor	NR3A LBD binder	MPTP inh
CC(O)C(=O)NCCOCCOCCNC(=O)C(C)O (centres undefined)	3	0	-7.7
COc1ccc(-c2[nH]ncc2CN2CCC(O)(c3ccc(Cl)cc3)CC2)cc1	2	1	-0.2
O=C(O)CNC(=O)/C(=C\c1ccc2c(c1)OCO2)NC(=O)c1ccc(Br)cc1	-8	-1	1.1

# More compounds.
SMILES,MPTP inh,SENP7 inh,SENP8 inh,SENP6 inh,NR3A LBD binder,PfGluPho inh,HKDC1 inhibitor,ATG4B inhibitor
COCCN1C(=O)N[C@@H](c2cccc(C(F)(F)F)c2)[C@H](C(=O)OC)[C@H]1C,-1.9,-2,6,-7,-4,-18,2,4
CN(C)S(=O)(=O)N1CCC(Oc2ccc(C(=O)NCC(C)(C)CO)cc2)CC1,-1.2,-3,6,-15,-1,-2,-8,5
Cc1oc(-c2ccccc2F)nc1CS(=O)CC(=O)NCCN1CCCCC1C (centres undefined),1.1,4,-1,9,-3,-1,3,0
CCSc1nnc(NC(=O)c2cc(C)nc3ccccc23)s1,0.9,5,19,-13,0,-9,3,1
CCOC(=O)c1cc(-c2ccco2)nc2c1c(C)nn2-c1cccc(Cl)c1,0.8,11,-258,18,-1,-1,6,9
O=c1[nH]c2ccccc2n1CCCSc1cnc2ccccc2n1,-5.5,3,16,-38,0,6,12,-4
Cc1ccc(Cn2c(N3CCN(CCO)CC3)nc3c2c(=O)n(C)c(=O)n3C)cc1,-1.3,-10,6,4,2,8,-2,-4
COc1ccc(CN2CCC(=O)NC2=O)cc1,-1.3,-10,10,-10,5,-13,11,3
CCc1nnc(NC(=O)CSc2ncnc3c2cnn3-c2ccc(OC)cc2)s1,1.6,12,-124,24,-2,-13,3,8
COc1ccc(N(C(=O)COc2cccc(C)c2)S(=O)(=O)c2ccc(C)cc2)cc1,0.4,3,16,0,0,15,-3,2
Cc1nn2c(N3CCN(C)CC3)cc(C(C)(C)C)nc2c1-c1ccccc1,-6.5,-2,-407,-29,-1,1,-6,-3
C[C@H](CO)N1C[C@H](C)[C@@H](CN(C)C(=O)Nc2ccccc2)Oc2ccc(NC(=O)Cc3ccccc3)cc2C1=O,-0.8,2,9,-9,3,5,3,-5
Cc1ccc(NC(=O)CN2CCCCCC2)cc1Br,0.3,5,27,-9,-3,2,0,4
COc1cc(OC)c(OC)cc1/C=N/NC(=O)c1cccc(S(=O)(=O)N2CCOCC2)c1,-3.4,-1,-309,0,-1,-1,2,-11
COc1ccc(/C=C/C(=O)N2CCN(c3ccccc3)CC2)cc1S(=O)(=O)N1CCOCC1,-1.2,1,1,-7,-1,5,-5,-13

# Record cards, as listed above. Screens in order: MPTP inh, SENP7 inh, SENP8 inh, SENP6 inh, NR3A LBD binder, PfGluPho inh, HKDC1 inhibitor, ATG4B inhibitor
# `Cc1ccc(C(=O)NCC(=O)OCC(=O)Nc2ncc(C(F)(F)F)cc2Cl)cc1` reads 2.3, 8, -13, 2, -2, -11, 0, -1
# `Cc1cc2n(n1)C(c1ccco1)Nc1ccccc1-2` (centres undefined) reads 2.8, 3, -293, 5, -2, 3, 4, 2
# `Nc1[nH]n2c(=O)cc(-c3ccccc3)nc2c1N=Nc1ccc(S(N)(=O)=O)cc1` reads -1.1, 8, 60*, 17, 26*, -16, 8, -9
# `Cc1ccc(NC(=O)CN2C(=O)S/C(=C\c3ccc(-c4cccc(C(=O)O)c4C)o3)C2=O)cc1C` reads 1.1, ·, -386, ·, -7, -13, 33, 21
# `CN(C)S(=O)(=O)N1CCC(Oc2ccc(C(=O)NCC(C)(C)CO)cc2)CC1` reads -1.2, -3, 6, -15, -1, -2, -8, 5

# Remaining list, next part
SMILES,MPTP inh,SENP7 inh,SENP8 inh,SENP6 inh,NR3A LBD binder,PfGluPho inh,HKDC1 inhibitor,ATG4B inhibitor
CC(C)(C)OC(=O)N(CCc1ccccc1)Cc1ccc(OCc2cccc(NC(=O)C3CCCC3)c2)cc1,0.1,·,16,·,-1,22,-5,0
O=C(c1cc(-c2cccc3ccccc23)nc2ccccc12)N1CCN(CCO)CC1,0.7,14,-454,-13,-1,-22,-1,3
COc1ccc(Cn2c(C)ccc2C)cc1,-1.7,-10,15,-6,-3,-11,-1,-6
COc1ccccc1NC(=O)Cn1cc(C(=O)c2ccco2)c2ccccc21,12,7,-77,-6,-7,-12,3,11
CC(C)N(C(=O)[C@H]1C[C@H](CC(=O)NCCCN(C)C)C(=O)N2CCc3c([nH]c4cc(CCC(=O)N(C)C)ccc34)[C@]12C)C(C)C,1.5,-5,-2,·,0,2,7,-1
COc1ccc(S(=O)(=O)N2CCOCC2)cc1C(=O)Nc1ccon1,0.8,1,26,-11,1,10,-4,-7
COc1ccc2nc(NC(=O)C3CCN(C(=O)c4ccco4)CC3)sc2c1,0.8,5,-3,-4,1,11,-3,-5
COc1cccc(C(=O)NC2CC3CCCC(C2)N3S(=O)(=O)c2ccccc2)c1 (centres undefined),2.9,2,29,-20,-1,5,-2,-9
CC(C)[C@@H](COc1ccccc1)N1CCN(Cc2ccccc2)CCC1=O,1.3,0,14,1,-1,5,-3,-1
Nc1c2c(=O)oc(-c3ccccc3)cc2nn1-c1ccccc1,1.4,4,-272,4,-1,19,19,-1
CCCCN(C(=O)c1ccc(C)cc1)c1c(N)n(CCC)c(=O)[nH]c1=O,0.0,0,2,-14,0,-7,-3,-11
